Assay outcomes from PubChem.
Jurkat NFkB inh – inhibitors of the PMA/ionomycin-induced NF-kB reporter in Jurkat cells; PMA/ionomycin-induced NF-kB luciferase reporter, luminescence; inhibition, % at 4 µM; actives 0.53% (n = 330,000); in the data active = inhibition above about 50%
UPR XBP1 act – activators of adaptive arm of unfolded protein response (XBP1). AID 463104. activation, % at 20 µM. CHO-XBP1 luciferase reporter, IRE1-XBP1 UPR activation, luminescence; percent of tunicamycin response, DMSO as zero. actives 0.33% (n = 330,000);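 active = versus positive control, 20 µM dose yields 30% or more activation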;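 also: 100% = tunicamycin at 10 µg/mL and 0% = DMSO only wells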
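Assay system: CHO-XBP1 luciferase reporter cells; Schedule: 6 h treatment, 37 °C; Detection: glow luminescence from Steady-Glo reagent; Benchmarks: high control tunicamycin 10 µg/mL final, low control DMSO vehicle only.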
Gli-Sufu antag – blocks Gli-Sufu signaling in a luciferase reporter; Sufu-KO-LIGHT fibroblasts, Gli luciferase reporter luminescence; actives 0.74% (n = 340,000); inhibition, % at 5 µM; AID 588413;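 active = inhibition above about 55%, limit read from the data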;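 also: 0% = DMSO-treated cells and 100% = wells with medium but no cells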
CCR6 antag – blocks CCL20-driven beta-arrestin recruitment at human CCR6; AID 493098; actives 0.49% (n = 340,000); inhibition, % at 20 µM; CHO-K1 CCR6 PathHunter beta-arrestin, luminescence, CCL20-stimulated;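 active = compounds whose inhibition of the agonist-driven luminescence signal at 20 µM reaches about 50%, limit read from the data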;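 also: cells stimulated with CCL20 at 14 nM final; plate controls were DMSO with CCL20 for no effect and DMSO without agonist for full effect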
Target sequence (P51684 whole entry, looked up): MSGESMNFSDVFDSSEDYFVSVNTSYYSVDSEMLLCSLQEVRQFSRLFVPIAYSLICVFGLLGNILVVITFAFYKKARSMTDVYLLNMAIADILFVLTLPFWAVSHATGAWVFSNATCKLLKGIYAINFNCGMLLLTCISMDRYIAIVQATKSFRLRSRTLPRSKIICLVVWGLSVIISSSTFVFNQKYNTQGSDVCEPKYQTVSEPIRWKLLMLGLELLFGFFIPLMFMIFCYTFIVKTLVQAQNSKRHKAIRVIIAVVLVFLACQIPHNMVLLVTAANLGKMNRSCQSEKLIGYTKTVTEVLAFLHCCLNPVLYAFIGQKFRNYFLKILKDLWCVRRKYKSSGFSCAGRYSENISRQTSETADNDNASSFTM
CXCR6 block – blocks human CXCR6 beta-arrestin recruitment | inhibition, % at 20 µM | CHO-K1 PathHunter CXCR6 beta-arrestin, luminescence | actives 0.36% (n = 360,000) | O00574 | AID 602244; in the data active = inhibition above about 34%, passing the limit was not always enough;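 also: antagonist mode with CXCL16 agonist at 10 nM final; 0% = 10 nM CXCL16 with DMSO and 100% = unstimulated wells without agonist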
Target sequence (O00574 whole entry, looked up): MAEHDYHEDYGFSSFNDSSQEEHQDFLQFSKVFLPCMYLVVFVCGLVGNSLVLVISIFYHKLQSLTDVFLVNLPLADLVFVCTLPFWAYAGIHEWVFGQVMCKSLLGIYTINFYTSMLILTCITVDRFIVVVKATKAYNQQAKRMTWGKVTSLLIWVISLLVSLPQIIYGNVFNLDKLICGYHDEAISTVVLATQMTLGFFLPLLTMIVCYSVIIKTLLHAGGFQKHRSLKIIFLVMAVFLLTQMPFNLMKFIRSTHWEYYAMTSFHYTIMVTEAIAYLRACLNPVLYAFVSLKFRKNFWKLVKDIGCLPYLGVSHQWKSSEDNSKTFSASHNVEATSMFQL
697 NFkB inh – lowers PMA/ionomycin-induced NF-kB signal in 697 B cells. 697 B-cell NF-kB luciferase reporter, 16 h. inhibition, % at 4 µM. actives 0.33% (n = 330,000). AID 435022; in the data active = inhibition above about 35%
Mdm2-MdmX inh – disrupts the human Mdm2-MdmX interaction; AID 485346; SaOS-2 split-luciferase Mdm2/MdmX complementation, luminescence; actives 3% (n = 330,000); inhibition, % at 8 µM; O15151+Q00987;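 active = inhibition of at least 50% at 8 µM in the primary screen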
CHOP UPR activ – apoptotic UPR (CHOP) activation; CHO-CHOP luciferase reporter, luminescence; percent of tunicamycin response over DMSO baseline; activation, % at 10 µM; actives 0.34% (n = 330,000);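 active = at 10 µM dose, activation of 40% or more, normalized to positive control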;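 also: 100% = tunicamycin at 10 µg/mL and 0% = DMSO alone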
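Test system: CHO-CHOP cells, stable luciferase reporter of PERK-eIF2a-CHOP signalling | Quantity: 500 CHO-CHOP cells per well | Buffer or medium: F12 plus 10% serum | Compound dosing: 10 µM single point, 0.5% DMSO | Schedule: 6 h compound treatment, 37 °C | Signal: Luciferase luminescence | Control set: Tunicamycin high control, DMSO low control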
EBI2 antag – EBI2 (human) antagonism. EBI2 beta-arrestin recruitment, luminescence, 7a,25-OHC stimulated. inhibition, % at 5 µM. P32249. actives 0.81% (n = 360,000); in the data active = inhibition above about 38%;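 also: enzyme fragment complementation signal reports receptor beta-arrestin coupling in cells; 0% = agonist plus DMSO wells and 100% = wells without agonist; some results beyond the cut were filed as inactive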
Target sequence (P32249 whole entry, looked up, the tested form may be a part): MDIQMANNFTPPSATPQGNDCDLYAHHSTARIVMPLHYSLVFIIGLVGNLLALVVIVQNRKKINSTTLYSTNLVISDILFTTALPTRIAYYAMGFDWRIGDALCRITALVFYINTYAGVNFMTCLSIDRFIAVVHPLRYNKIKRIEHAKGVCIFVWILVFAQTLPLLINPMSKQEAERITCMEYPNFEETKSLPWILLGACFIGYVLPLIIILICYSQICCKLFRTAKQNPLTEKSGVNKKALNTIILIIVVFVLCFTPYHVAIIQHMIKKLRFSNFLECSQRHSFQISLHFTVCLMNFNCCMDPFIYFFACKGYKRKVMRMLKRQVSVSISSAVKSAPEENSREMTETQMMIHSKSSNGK
Active calls of the source: *. Outcome played no part in choosing rows, and some 5% of all compounds hit somewhere here.

What do the screens show for `COc1cc(NC(=S)NC(=O)c2ccco2)ccc1NC(=O)C(C)C`?
Jurkat NFkB inh: -7; UPR XBP1 act: 2; Gli-Sufu antag: -45; CCR6 antag: 10; CXCR6 block: 12; 697 NFkB inh: -74; Mdm2-MdmX inh: 11; CHOP UPR activ: 0.8; EBI2 antag: -2

How did COc1ccc(CC2(CO)CCN(S(=O)(=O)N(C)C)CC2)cc1 do in these assays?
Jurkat NFkB inh: 15; UPR XBP1 act: -2; Gli-Sufu antag: -2; CCR6 antag: -3; CXCR6 block: -3; 697 NFkB inh: 3; Mdm2-MdmX inh: 17; CHOP UPR activ: -1.7; EBI2 antag: 3

What do the screens show for `O=C(Nc1cccc2ncccc12)c1cc2ccccc2o1`?
Jurkat NFkB inh: 6; UPR XBP1 act: 5; Gli-Sufu antag: 12; CCR6 antag: 14; CXCR6 block: -8; 697 NFkB inh: -2; Mdm2-MdmX inh: 3; CHOP UPR activ: -0.7; EBI2 antag: 4

What do the screens show for `CCCCNC(=O)Oc1cc(CCl)on1`?
Jurkat NFkB inh: -16; UPR XBP1 act: -1; 697 NFkB inh: -26; Mdm2-MdmX inh: 7; CHOP UPR activ: 1.5

Results for CC1(C)CC(=O)CC(=NCC(=O)O)C1 ?
Jurkat NFkB inh: 2; UPR XBP1 act: -1; Gli-Sufu antag: -8; CCR6 antag: -3; CXCR6 block: 6; 697 NFkB inh: 10; Mdm2-MdmX inh: 16; CHOP UPR activ: 4.1; EBI2 antag: -3

What do the screens show for `COC(=O)c1cn(NC(=O)c2cccc(N(C)C)c2)c(=O)c2ccccc12`?
Jurkat NFkB inh: 1; UPR XBP1 act: 0; Gli-Sufu antag: -2; CCR6 antag: 12; CXCR6 block: 1; 697 NFkB inh: -23; Mdm2-MdmX inh: -7; CHOP UPR activ: -1.0; EBI2 antag: -24

What do the screens show for `Cc1ccc(NC(=O)C(C)OC(=O)COc2cccc(C(F)(F)F)c2)cc1S(=O)(=O)N1CCOCC1` (stereo not drawn)?
Gli-Sufu antag: -6; CCR6 antag: 10; CXCR6 block: 2; EBI2 antag: -2

How did COc1cccc(CNC(=O)Cn2cc3c(n2)CCCC3)c1 do in these assays?
Jurkat NFkB inh: 0; UPR XBP1 act: -3; Gli-Sufu antag: 0; CCR6 antag: -1; CXCR6 block: -8; 697 NFkB inh: 2; Mdm2-MdmX inh: 17; CHOP UPR activ: 0.0; EBI2 antag: 2

How did Cc1sc(NC(=O)CSc2nnnn2C(C)C)c(C#N)c1C do in these assays?
Jurkat NFkB inh: -11; UPR XBP1 act: 1; Gli-Sufu antag: 1; CCR6 antag: 13; CXCR6 block: 5; 697 NFkB inh: 5; Mdm2-MdmX inh: 12; CHOP UPR activ: -1.1; EBI2 antag: -21

What do the screens show for `CC(=O)Nc1ccc(S(=O)(=O)N(C2=NCC(C)S2)c2ccccc2)cc1` (stereo not drawn)?
Jurkat NFkB inh: 10; UPR XBP1 act: -1; Gli-Sufu antag: -9; CCR6 antag: 13; CXCR6 block: 10; 697 NFkB inh: 22; Mdm2-MdmX inh: -13; CHOP UPR activ: -1.4; EBI2 antag: 6

How did COc1ccccc1CNC(=O)CSc1ccc(C(=O)Nc2ccccc2OC)cc1[N+](=O)[O-] do in these assays?
Jurkat NFkB inh: 4; UPR XBP1 act: 3; Gli-Sufu antag: 8; CCR6 antag: 1; CXCR6 block: -1; 697 NFkB inh: -21; Mdm2-MdmX inh: 22; CHOP UPR activ: 2.2; EBI2 antag: 18

Results for COc1ccc(C(=O)COC(=O)CCCn2c(=O)oc3ccccc32)cc1 ?
Jurkat NFkB inh: 15; UPR XBP1 act: 1; CCR6 antag: 22; CXCR6 block: 1; 697 NFkB inh: 20; Mdm2-MdmX inh: -9; CHOP UPR activ: -1.0; EBI2 antag: 0

How did O=C(O)CCc1ccc(-c2ccc(Cl)cc2)o1 do in these assays?
Jurkat NFkB inh: -1; UPR XBP1 act: -3; Gli-Sufu antag: 1; CCR6 antag: 19; CXCR6 block: 3; 697 NFkB inh: 7; Mdm2-MdmX inh: 9; CHOP UPR activ: -1.8; EBI2 antag: -8

What do the screens show for `CCCCn1c(NCCC)nc2c1c(=O)[nH]c(=O)n2C`?
Jurkat NFkB inh: 6; UPR XBP1 act: 1; Gli-Sufu antag: 0; CCR6 antag: -5; CXCR6 block: -1; 697 NFkB inh: 12; Mdm2-MdmX inh: 15; CHOP UPR activ: 3.4; EBI2 antag: -1

What do the screens show for `COc1ccc(C(=O)NC(=S)NCc2ccccc2)cc1`?
Jurkat NFkB inh: -11; UPR XBP1 act: 3; Gli-Sufu antag: 14; CCR6 antag: 5; CXCR6 block: -8; 697 NFkB inh: 1; Mdm2-MdmX inh: 9; CHOP UPR activ: -1.5; EBI2 antag: 4

Brought forward from above: two entries; new compounds follow.
What do the screens show for `CCCCn1c(NCCC)nc2c1c(=O)[nH]c(=O)n2C`?
Jurkat NFkB inh: 6; UPR XBP1 act: 1; Gli-Sufu antag: 0; CCR6 antag: -5; CXCR6 block: -1; 697 NFkB inh: 12; Mdm2-MdmX inh: 15; CHOP UPR activ: 3.4; EBI2 antag: -1

What do the screens show for `COc1ccc(C(=O)NC(=S)NCc2ccccc2)cc1`?
Jurkat NFkB inh: -11; UPR XBP1 act: 3; Gli-Sufu antag: 14; CCR6 antag: 5; CXCR6 block: -8; 697 NFkB inh: 1; Mdm2-MdmX inh: 9; CHOP UPR activ: -1.5; EBI2 antag: 4

How did COc1ccc(CNC(=O)CCn2nc(C)c3c(C)n(-c4ccccc4)nc3c2=O)c(OC)c1 do in these assays?
Jurkat NFkB inh: 4; UPR XBP1 act: -4; CCR6 antag: 9; CXCR6 block: 1; 697 NFkB inh: 2; Mdm2-MdmX inh: 29; CHOP UPR activ: 0.4; EBI2 antag: 1

How did Cc1onc(-c2c(F)cccc2Cl)c1C(O)c1ccc(F)cc1 (stereo not drawn) do in these assays?
Jurkat NFkB inh: -4; UPR XBP1 act: -4; Gli-Sufu antag: 5; CCR6 antag: 11; CXCR6 block: 1; 697 NFkB inh: 8; Mdm2-MdmX inh: -3; CHOP UPR activ: -1.0; EBI2 antag: 3

Results for O=C(OCCCOC(=O)c1ccccc1O)c1ccccc1O ?
Jurkat NFkB inh: 5; UPR XBP1 act: -4; 697 NFkB inh: 0; Mdm2-MdmX inh: -2; CHOP UPR activ: 1.2

Results for Cn1cc(SCC(=O)NC2CCCCC2)c2ccccc21 ?
Jurkat NFkB inh: -18; UPR XBP1 act: -3; Gli-Sufu antag: -1; CCR6 antag: 14; CXCR6 block: 2; 697 NFkB inh: 1; Mdm2-MdmX inh: 20; CHOP UPR activ: 4.6; EBI2 antag: 10

How did CSc1ccc(-c2sc(Nc3cccc4ccccc34)n[n+]2-c2ccccc2)cc1 do in these assays?
Jurkat NFkB inh: -36; UPR XBP1 act: 4; Gli-Sufu antag: 4; CCR6 antag: 33; CXCR6 block: 11; 697 NFkB inh: -10; Mdm2-MdmX inh: 15; CHOP UPR activ: 5.3; EBI2 antag: 4

What do the screens show for `O=c1[nH]cnc(O)c1C(c1ccc([N+](=O)[O-])cc1)c1c(O)nc[nH]c1=O`?
Jurkat NFkB inh: 5; UPR XBP1 act: 2; Gli-Sufu antag: 32; CCR6 antag: -13; CXCR6 block: -6; 697 NFkB inh: 8; Mdm2-MdmX inh: 14; CHOP UPR activ: -1.9; EBI2 antag: -2

What do the screens show for `CN(Cc1nccn1C)C(=O)CC1C(=O)NCCN1Cc1cccc(Oc2ccccc2)c1` (stereo not drawn)?
Jurkat NFkB inh: -13; UPR XBP1 act: 0; Gli-Sufu antag: -2; CCR6 antag: 1; CXCR6 block: -6; 697 NFkB inh: 10; Mdm2-MdmX inh: -8; CHOP UPR activ: -1.7; EBI2 antag: -9

How did Oc1ccc(/C=N/N(c2ccccc2)c2ccccc2)cc1O do in these assays?
Jurkat NFkB inh: 9; UPR XBP1 act: 9; Gli-Sufu antag: 1; CCR6 antag: 6; CXCR6 block: -6; 697 NFkB inh: -26; Mdm2-MdmX inh: 0; CHOP UPR activ: 107*; EBI2 antag: -15

How did CCn1c(O)c(C=NCCN2CCOCC2)sc1=S do in these assays?
Jurkat NFkB inh: -4; UPR XBP1 act: 5; Gli-Sufu antag: -2; CCR6 antag: 10; CXCR6 block: -20; 697 NFkB inh: 15; Mdm2-MdmX inh: 5; CHOP UPR activ: 1.3; EBI2 antag: 0

Results for COc1c(F)c(F)c(C(=O)Nc2ccccc2N2CCN(C(C)=O)CC2)c(F)c1F ?
Jurkat NFkB inh: 6; UPR XBP1 act: 3; Gli-Sufu antag: 0; CCR6 antag: -18; CXCR6 block: -5; 697 NFkB inh: 10; Mdm2-MdmX inh: 5; CHOP UPR activ: 0.9; EBI2 antag: 3

What do the screens show for `Cc1cc(NC(=O)c2cncc(Br)c2)n(-c2ccccn2)n1`?
Gli-Sufu antag: 8; CCR6 antag: 10; CXCR6 block: -1; EBI2 antag: 6

How did CCO/C(C)=C1\N=C(c2ccc(Cl)cc2)OC1=O do in these assays?
Jurkat NFkB inh: -10; UPR XBP1 act: 2; Gli-Sufu antag: -3; CCR6 antag: -2; CXCR6 block: -3; 697 NFkB inh: -5; Mdm2-MdmX inh: 17; CHOP UPR activ: 2.8; EBI2 antag: -8

Results for Cc1ccc(NC(=S)N2CCCCCC2)c(C)c1 ?
Jurkat NFkB inh: -2; UPR XBP1 act: -4; Gli-Sufu antag: 8; CCR6 antag: 6; CXCR6 block: -6; 697 NFkB inh: 10; Mdm2-MdmX inh: 17; CHOP UPR activ: 2.6; EBI2 antag: -10

What do the screens show for `COc1ccc(-c2csc(NC(=O)CN3C(=O)C4CCCCC4C3=O)n2)cc1OC` (stereo not drawn)?
Jurkat NFkB inh: 0; UPR XBP1 act: 15; Gli-Sufu antag: -2; CCR6 antag: 17; CXCR6 block: -3; 697 NFkB inh: 17; Mdm2-MdmX inh: 11; CHOP UPR activ: 0.8; EBI2 antag: -1

How did COC(=O)c1sc(NC(=O)c2oc3ccccc3c2C)nc1C do in these assays?
Jurkat NFkB inh: -72; UPR XBP1 act: 0; Gli-Sufu antag: 14; CCR6 antag: 16; CXCR6 block: 9; 697 NFkB inh: -208; Mdm2-MdmX inh: -46; CHOP UPR activ: 1.5; EBI2 antag: 6

How did CCc1nnc(N2C(=O)c3ccc(Oc4ccc([N+](=O)[O-])cc4)cc3C2=O)s1 do in these assays?
Jurkat NFkB inh: 7; UPR XBP1 act: -1; Gli-Sufu antag: -5; CCR6 antag: 7; CXCR6 block: -4; 697 NFkB inh: 9; Mdm2-MdmX inh: 38; CHOP UPR activ: 2.4; EBI2 antag: 5

How did O=C(CSc1ncc(C(F)(F)F)cc1Cl)N1CCN(S(=O)(=O)c2ccccc2)CC1 do in these assays?
Jurkat NFkB inh: 12; UPR XBP1 act: -3; Gli-Sufu antag: 28; CCR6 antag: 3; CXCR6 block: 8; 697 NFkB inh: 10; Mdm2-MdmX inh: 9; CHOP UPR activ: -1.5; EBI2 antag: 17

Results for Cc1ccc(F)c(NC(=O)C2CCCCC2C(=O)O)c1 (stereo not drawn) ?
Jurkat NFkB inh: 4; UPR XBP1 act: -4; Gli-Sufu antag: 3; CCR6 antag: 23; CXCR6 block: 6; 697 NFkB inh: 18; Mdm2-MdmX inh: 24; CHOP UPR activ: -1.6; EBI2 antag: -15
